ELG1 DNA repair: inhibitors of ELG1-dependent DNA repair in HEK293T cells; 330,000 tested, 2.3% active; Potency, µM (top dose mostly 46.1 µM), without a hit: top-dose activity change, negative = inhibition, usual class: inhibitors; AID 504467; HEK293T ELG1-luciferase reporter, luminescence, 16 h; DNA damage induced by 5-fluorouridine; note: potency is the fitted concentration of half-maximal effect; % is set by controls: 0 for no effect and ±100 for the full control effect; nearly all actives have a fitted effect of over 55% in size
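Cells (2,000 per well) received 5-fluorouridine plus test compound or DMSO and were incubated 16 hr at 37 °C, 5% CO2. Luciferase activity was read by luminescence 30 min after ONE-Glo addition; signal suppression marked inhibition of damage-induced ELG1 function.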
KCNH2 3.1 inh: KCNH2 3.1 (human) potassium channel inhibition | 340,000 tested, 0.95% active | activity change, % (tested at about 1.8 µM) | U2OS KCNH2 3.1, thallium flux FluxOr; hits give low values;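 active = maximum activity change below -70%; inconclusive = maximum activity change from -70% to -50%; inactive = maximum activity change above -50%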;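 note: thallium influx rate constant from kinetic fluorescence after stimulation buffer; % is set by controls: 0 for no effect and ±100 for the full control effect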
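Steps: virus added to U2OS suspension (4 h, RT, dark); medium with 10% FBS added, cells plated, 37 C overnight; FluxOr/Red40 loading buffer 45 min RT; stimulation buffer, 2 min kinetic read; rate constant normalized.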
MBNL1 CUG block: MBNL1-poly(CUG) RNA binding inhibition; Q9NR56; TR-FRET MBNL1-His/biotin-(CUG)12 binding, 665/545 ratio; Potency, µM (doses to about 57.5 µM), inactives show at the top dose activity change, negative = inhibition, most hits filed as inhibitors; 280,000 tested, 0.036% active; active = well fitted inhibition curve with a large enough effect in the signal ratio, with a control signal flat, not every such curve was filed as active; inconclusive = small, poorly fitted or top-dose-only effect, or effect the other way, or a change in a side signal; inactive = no such curve, though single readings can be large or run the other way; the % refers to the signal ratio; note: potency is the fitted concentration of half-maximal effect; % is set by controls: 0 for no effect and ±100 for the full control effect
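TR-FRET readout: Ex 340 nm, 665/545 nm emission ratio, normalized to buffer-only (basal) and MBNL1-(CUG)12 controls. Complex of MBNL1-His with Biotin-(CUG)12, compounds 92 nM–58 uM, incubated 60 min at room temperature.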
NPC1 prom act: activators of NPC1 promoter | Potency, µM (doses to about 9.22 µM), inactives show at the highest dose activation, actives largely listed as activators | Huh7 NPC1 promoter luciferase reporter, 24 h | 320,000 tested, 2.4% active | AID 485313;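 note: potency is the fitted concentration of half-maximal effect; % of control where 0% means no effect; nearly all actives have a fitted effect of over 60% in size; reporter is driven by a mutant NPC1 promoter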
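Luminescence from an NPC1 promoter-driven luciferase reporter in stably transfected Huh7 cells was measured after 24 h compound treatment at 37 °C, followed by 10 min ambient incubation with luciferase detection reagent.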
RORgamma inh: ROR gamma (mouse) transcription inhibition; P51450; 310,000 tested, 5.4% active; Drosophila S2 Gal4-RORgamma UAS-luciferase reporter, 20 h; Potency, µM (highest dose often 53.6 µM), for inactives: at the highest dose activity change, negative = inhibition, hits mostly inhibitors; note: potency is the fitted concentration of half-maximal effect; % is set by controls: 0 for no effect and ±100 for the full control effect; nearly all actives have a fitted effect of over 60% in size
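Luciferase reporter read in Schneider cells carrying Gal4-RORγ (mouse) and UAS-Photinus luciferase; cells given compound 1 h before 700 uM copper sulfate induction, then incubated 20 h at ambient temperature.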
FLuc modulator: counter-screen for miR-21 project: firefly luciferase inhibitors or activators. P08659. purified FLuc, Km substrates, luminescence inhibition. 360,000 tested, 6.9% active. AID 588342. Potency, µM (highest dose often 57.5 µM), without a hit: top-dose activity change, negative = inhibition, hits mostly inhibitors;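 note: potency is the fitted concentration of half-maximal effect; plate controls were vehicle for no effect and reference inhibitor for full effect; nearly all actives have a fitted effect of over 55% in size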
Target sequence (P08659 whole entry, looked up): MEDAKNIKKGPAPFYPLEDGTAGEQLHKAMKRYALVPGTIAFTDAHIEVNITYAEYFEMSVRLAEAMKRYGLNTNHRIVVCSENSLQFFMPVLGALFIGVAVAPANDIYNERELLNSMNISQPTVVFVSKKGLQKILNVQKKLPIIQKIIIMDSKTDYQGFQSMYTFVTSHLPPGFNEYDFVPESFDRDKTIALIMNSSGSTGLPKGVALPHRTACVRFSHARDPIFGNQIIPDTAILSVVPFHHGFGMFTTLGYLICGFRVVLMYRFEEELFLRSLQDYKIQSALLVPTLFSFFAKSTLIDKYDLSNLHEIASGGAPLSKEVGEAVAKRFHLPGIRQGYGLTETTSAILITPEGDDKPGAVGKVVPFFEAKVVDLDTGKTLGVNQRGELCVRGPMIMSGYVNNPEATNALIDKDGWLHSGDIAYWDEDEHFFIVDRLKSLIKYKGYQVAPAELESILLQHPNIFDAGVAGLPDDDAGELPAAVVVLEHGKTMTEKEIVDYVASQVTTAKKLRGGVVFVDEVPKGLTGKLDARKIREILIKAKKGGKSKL
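Biochemical qHTS of compounds, final roughly 60 µM downward over six points, against 10 nM purified firefly luciferase using Km concentrations of substrates (10 uM D-luciferin, 10 uM ATP) in Tris acetate pH 7.5 buffer; luminescence output.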
Menin MLL FP TR: inhibitors of human menin-MLL interaction, mutant MLL peptide; O00255; Menin + Texas Red MLL mutant peptide, fluorescence polarization; Potency, µM (titrated, usually from 61.6 µM), for the others: at the top dose FP activity change, negative = inhibition, actives largely listed as inhibitors; 270,000 tested, 0.23% active; active = well fitted inhibition curve with a large enough effect in the polarisation, with a control signal flat, not every such curve was filed as active; inconclusive = small, poorly fitted or top-dose-only effect, or effect the other way, or a change in a side signal; inactive = no such curve, though single readings can be large or run the other way; the % refers to the polarisation; note: potency is the fitted concentration of half-maximal effect; % of control where 0% means no effect; many of its hits are not listed in these tables
Mito fusion act: blocks mitochondrial division or promotes mitochondrial fusion | 320,000 tested, 0.23% active | S. cerevisiae fusion-defective mutant growth rescue, CellTiterGlo 48 h | Potency, µM (doses to about 46.1 µM), without a hit: at the highest dose growth rescue (activation), hits mostly activators | AID 485298;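 note: potency is the fitted concentration of half-maximal effect; % of control where 0% means no effect; nearly all actives have a fitted effect of over 45% in size; temperature-sensitive fusion mutants such as fzo1-1 at 37 °C on non-fermentable ethanol glycerol medium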
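Luminescent cell viability in 1536-well qHTS format served as the measure of rescued growth in ts fusion-mutant S. cerevisiae cultured on non-fermentable YPEG for 48 hours at 37C.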
PKM2 act: increases activity of human pyruvate kinase M2; purified PKM2, Kinase-Glo ATP luminescence, activation; response scale: 0% is enzyme alone, no compound; P14618; 260,000 tested, 0.34% active; Potency, µM (titrated, usually from 57.5 µM), for the others: top-dose activation, usual class: activators; note: potency is the fitted concentration of half-maximal effect; % is set by controls: 0 for no effect and ±100 for the full control effect; nearly all actives have a fitted effect of over 55% in size
Target sequence (P14618 whole entry, looked up): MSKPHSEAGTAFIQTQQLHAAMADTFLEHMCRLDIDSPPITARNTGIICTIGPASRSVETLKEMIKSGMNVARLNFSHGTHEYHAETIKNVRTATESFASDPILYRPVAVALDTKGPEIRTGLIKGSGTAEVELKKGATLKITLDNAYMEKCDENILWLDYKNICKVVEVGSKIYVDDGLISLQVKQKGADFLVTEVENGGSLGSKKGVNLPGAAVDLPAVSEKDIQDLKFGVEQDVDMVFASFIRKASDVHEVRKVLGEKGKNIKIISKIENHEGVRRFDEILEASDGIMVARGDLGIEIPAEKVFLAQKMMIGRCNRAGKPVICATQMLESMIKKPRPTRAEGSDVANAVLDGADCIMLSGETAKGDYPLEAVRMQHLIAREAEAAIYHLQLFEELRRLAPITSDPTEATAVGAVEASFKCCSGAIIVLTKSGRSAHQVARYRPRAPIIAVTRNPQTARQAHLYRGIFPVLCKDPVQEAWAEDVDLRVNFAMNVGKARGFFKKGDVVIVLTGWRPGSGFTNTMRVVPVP
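Kinase-Glo luminescence reports ATP generated from ADP (0.1 mM) and PEP (0.5 mM) by purified hPK-M2 after 1 h at room temperature, pH 7.2 imidazole buffer; intermediate enzyme activity allows detecting inhibitors and activators.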
Rab9 promoter act: Rab9 promoter activation; Huh7 Rab9 promoter-luciferase reporter, luminescence, 24 h; Potency, µM (doses to about 9.22 µM), without a hit: top-dose activation, negative = inhibition, actives largely listed as activators; 320,000 tested, 2.8% active; note: potency is the fitted concentration of half-maximal effect; % of control where 0% means no effect; nearly all actives have a fitted effect of over 60% in size
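Cells were plated at 1500 per well in reduced-serum medium with 10% FBS and left 2 h. Compound in DMSO was then added for 24 h at 37 °C. Reporter signal was read by luminescence after 10 min with luciferase detection reagent.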
VP16 counter: counter-screen for ROR gamma inhibitors: Gal4-VP16 reporter; Drosophila S2 Gal4-VP16 UAS-luciferase, luminescence, 20 h; 310,000 tested, 3.5% active; Potency, µM (top dose mostly 53.6 µM), inactives show at the highest dose activity, negative = inhibition, most hits filed as inhibitors;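 note: Gal4-VP16 expression switched on by copper sulfate through the metallothionein promoter; potency is the fitted concentration of half-maximal effect; % is set by controls: 0 for no effect and ±100 for the full control effect; nearly all actives have a fitted effect of over 50% in size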
Starred values were filed as active, the others as inactive; ? = inconclusive; · = no result given; [ ] = dose if it differs, or a comment. Unless noted, calls come from the whole dose curve; as a rule, active = well fitted curve in the direction sought with a large enough effect; inconclusive = small, poorly fitted or top-dose-only effect, or another doubt; inactive = no such curve, though single readings can be large; an effect the other way counts as inactive or inconclusive. Only part of the results is shown; rates above refer to the full screens.

SMILES	ELG1 DNA repair	KCNH2 3.1 inh	MBNL1 CUG block	NPC1 prom act	RORgamma inh	FLuc modulator	Menin MLL FP TR	Mito fusion act	PKM2 act	Rab9 promoter act	VP16 counter
CCCCN(C(=O)CCC(=O)Nc1cc(C)on1)C(C(=O)NC1CCCC1)c1ccccc1C (stereo unspecified)	-12%	-2	1%	-1%	17%	5%	-20%	3%	1%	2%	-3%
O=C(N/N=C(\c1ccccc1)c1ccccn1)c1cccc([N+](=O)[O-])c1	?	-42	?	-25%	0.45µM*	0%	?	-2%	1%	-7%	-13%
CCOC(=O)CNS(=O)(=O)c1ccc(S(=O)(=O)NC2CC2)cc1	-1%	1	-4%	-2%	?	1%	15%	1%	3%	-4%	-1%
CCc1c(O)nc(SCC(=O)Nc2ccccc2)n(C(C)CC)c1=O (stereo unspecified)	20%	-2	-10%	1%	34%	-3%	3%	0%	2%	-4%	12%
O=C(/C=C/c1ccccc1)N1CCN(c2c(Cl)cccc2[N+](=O)[O-])CC1	?	-24	2%	-3%	?	2%	-2%	?	-5%	-11%	-6%
CCOc1ccc2oc(C(=O)NCC3CCCO3)c(C)c2c1 (stereo unspecified)	?	13	3%	?	18%	15µM*	·	1%	-7%	2.8µM*	-6%
O=C(CN1C(=O)C2C3C=CC(C3)C2C1=O)Nc1ccc(F)cc1 (stereo unspecified)	-4%	-2	-13%	0%	1%	2%	-1%	4%	5%	-1%	?
COc1ccccc1CN(C)C(=O)c1ccc2c(c1)NC(=O)CS2	-13%	-1	0%	-1%	-1%	0%	-4%	4%	-1%	-5%	10%
COc1cccc(C(=O)N(c2ccc(OC)cc2OC)C2C=CS(=O)(=O)C2)c1 (stereo unspecified)	-6%	0	-4%	-10%	-15%	2%	-16%	0%	-1%	2%	0%
CO/N=C(/CN1CCCCC1)c1ccc(Cl)cc1	-4%	-40	-1%	0%	3%	0%	-20%	-13%	·	-2%	1%
COC(=O)c1ccccc1NC(=O)c1ccccc1NS(C)(=O)=O	1%	-8	3%	0%	-4%	2%	-6%	3%	0%	-6%	-3%
Cc1ccc(N2CC(NC(=O)C(=O)c3c(C)[nH]c4ccccc34)CC2=O)cc1 (stereo unspecified)	-2%	16	·	-2%	·	-3%	·	-3%	·	0%	·
CC(C)(C)S(=O)(=O)Cc1nc(-c2ccc(Cl)c(Cl)c2)cs1	0%	-3	1%	21%	40%	?	·	0%	0%	18%	-2%
COc1ccccc1CCC(=O)NNC(=O)c1ccncc1	13%	4	·	-2%	·	1%	·	-6%	·	-3%	·
COc1ccc(-c2cc(C3CCN(c4cc(Cl)nc(N)n4)CC3)[nH]n2)cc1	?	-15	-13%	0%	?	?	22%	8%	0%	-13%	-24%
CCCCC[C@H]1CN(C2CCCCC2)C(=O)[C@@H]1CC(=O)NCc1ccc(OC)cc1	?	?	5%	-2%	30%	8%	-2%	2%	1%	-4%	5%
CC(NC(=O)OC(C)(C)C)C(=O)Oc1cc2oc(=O)cc(-c3ccccc3)c2cc1Cl (stereo unspecified)	?	-25	13%	-4%	39%	2%	5%	4%	1%	0%	0%[0.365 µM]
O=C(CCN1C(=O)/C(=C/c2cccs2)SC1=S)Nc1ccc(C(=O)O)cc1	-2%	10	?	2%	-7%	?	?	20%	1%	-5%	0%
Cc1ccc2nc(NC(=O)COC(=O)c3ccccn3)sc2c1	?	-6	-6%	?	-45%	15µM*	-14%	4%	1%	?	0%
CCOc1ccc(NC(=O)C2CCN(S(=O)(=O)c3ccc4c(c3)NC(=O)C(C)S4)CC2)cc1 (stereo unspecified)	?	2	-6%	-12%	22%	2%	·	0%	·	-3%	?
CC(Oc1ccccc1Cl)C(=O)N1CCCN(C)CC1 (stereo unspecified)	-1%	-11	-20%	-2%	·	-3%	-11%	2%	-2%	4%	·
COC(=O)CN1C(=O)[C@H]2[C@@H](c3ccc(C)o3)N3C(=O)CN(CC4CC4)C(=O)[C@@]3(C)[C@H]2C1=O	-6%	-6	11%	-3%	5%	5%	10%	0%	-1%	10%	-4%
Cn1c(NC(=O)c2cccc(C(F)(F)F)c2)cc(=O)n(C)c1=O	-7%	8	-10%	-4%	-15%	0%	-3%	0%	1%	-2%	-4%
Cc1nc(=O)c(-c2ccccc2)c(C)n1-c1ccc(C(=O)O)cc1	18%	-1	8%	14%	2%	0%	11%	7%	0%	-4%	3%
COc1ccccc1CCNC(=O)c1cnn2c(C(F)F)cc(C)nc12	-6%	1	3%	-1%	6%	6%	-7%	13%	2%	-6%	15%

Limited to Mito fusion act and ELG1 DNA repair, for two of the compounds above:
canonical_smiles | Mito fusion act | ELG1 DNA repair
CCOc1ccc2oc(C(=O)NCC3CCCO3)c(C)c2c1 (stereo unspecified) | 1% | ?
COc1ccccc1CN(C)C(=O)c1ccc2c(c1)NC(=O)CS2 | 4% | -13%

The list continues.
SMILES	ELG1 DNA repair	KCNH2 3.1 inh	MBNL1 CUG block	NPC1 prom act	RORgamma inh	FLuc modulator	Menin MLL FP TR	Mito fusion act	PKM2 act	Rab9 promoter act	VP16 counter
Cn1cccc1CC(=O)NNC(=O)Nc1ccc(Cl)cc1	14%	-1	-16%	-1%	-1%	-9%	0%	8%	-19%	-7%	8%
COc1ccc(N(CC(=O)NCCSc2ccccn2)S(=O)(=O)c2ccc(C)cc2)cc1OC	-26%	-2	0%	2%	4%	0%	-25%	-5%	-5%	5%	6%
CC(=O)Nc1cc2c3c(c1)CC(=O)N3CCC2	13%	3	5%	-1%	-14%	4%	1%	3%	·	0%	3%
O=C(CSc1cccc[n+]1[O-])c1ccc(Cl)s1	?	4	?	-1%	21%	-1%	-1%	-7%	-1%	1%	-17%
CC(C)Cn1cnc2c1c(=O)[nH]c(=O)n2Cc1ccccc1	-8%	-82*	1%	-3%	-28%	1%	-25%	-5%	·	2%	-4%
O=C(COC(=O)CCN1C(=O)c2cccc([N+](=O)[O-])c2C1=O)NC1CCS(=O)(=O)C1 (stereo unspecified)	3%	-11	·	-8%	-26%	-1%	-14%	6%	-9%	1%	-5%
COc1ccc(S(=O)(=O)N2CCOC2CNC(=O)C(=O)NCc2ccncc2)cc1 (stereo unspecified)	-24%	-14	-3%	4%	17%	2%	·	0%	2%	0%	-2%
Cc1coc2c(C)c3oc(=O)c(CCC(=O)NCCCn4ccnc4)c(C)c3cc12	12%	23	-6%	3%	-17%	1%	-1%	2%	1%	-12%	-2%
O=C(COc1ccc(S(=O)(=O)N2CCCC2)cc1)NCc1cccnc1	12%	16	-1%	2%	-2%	0%	12%	-8%	·	9%	-1%
Cc1ccc(NS(=O)(=O)c2cc(Br)cnc2N)c(Cl)c1	6%	-1	-4%	0%	-1%	-1%	?	2%	·	1%	-9%
Cc1ccc(C(=O)NNC(=O)CSc2nnc3c(n2)[nH]c2ccc(F)cc23)cc1	-15%	23	6%	-3%	-3%	-17%	?	-2%	-3%	-3%	-1%
O=C(O)CCC(=O)Nc1ccc(/C=C/C(=O)C2CC2)cc1	2%	7	-13%	2%	-3%	-7%	?	-2%	13%	1%	-1%
Cc1cc(S(=O)(=O)NCc2ccccc2)ccc1OCC(=O)Nc1cccc([N+](=O)[O-])c1	?	-10	·	-1%	34%	-1%	?	10%	-3%	-2%	11µM*
CN(CC1CCCN(CCc2cccc(C(F)(F)F)c2)C1)C(=O)c1cc2ccccc2o1 (stereo unspecified)	-26%	-39	-7%	1%	-14%	1%	-6%	-9%	?	-10%	2%
COc1ccc(-n2nc(C(=O)NCC(=O)N3CCN(c4ccccc4)CC3)c3ccccc3c2=O)cc1OC	-2%	-18	?	?	0%	0.85µM*	0%	11%	1%	13%	?
CNC(=O)COC(=O)c1cc(-c2ccccc2)nn1-c1ccccc1	4%	39	·	-4%	11%	5%	-9%	1%	-2%	-3%	-4%
Cc1ccc(OCCNC(=O)CCNC(=O)c2ccc(Cl)cc2)cc1	12%	17	·	-4%	·	4%	·	-4%	·	1%	·
